High-throughput results deposited in PubChem BioAssay by Icahn School of Medicine at Mount Sinai.
ROC1-CUL1 inh: blocks human RBX1-Cullin-1 di-ubiquitin formation | P62877+Q13616 | in vitro K48 di-Ub FRET, acceptor:donor ratio, 45 min | inhibition, % at 10 µM | 140,000 tested, 0.6% active; in the data active = inhibition above about 25%
Target sequence (P62877 whole entry, looked up): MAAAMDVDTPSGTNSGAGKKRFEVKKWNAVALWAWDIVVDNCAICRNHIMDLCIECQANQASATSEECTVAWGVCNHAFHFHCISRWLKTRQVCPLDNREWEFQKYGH
Target sequence (Q13616 whole entry, looked up): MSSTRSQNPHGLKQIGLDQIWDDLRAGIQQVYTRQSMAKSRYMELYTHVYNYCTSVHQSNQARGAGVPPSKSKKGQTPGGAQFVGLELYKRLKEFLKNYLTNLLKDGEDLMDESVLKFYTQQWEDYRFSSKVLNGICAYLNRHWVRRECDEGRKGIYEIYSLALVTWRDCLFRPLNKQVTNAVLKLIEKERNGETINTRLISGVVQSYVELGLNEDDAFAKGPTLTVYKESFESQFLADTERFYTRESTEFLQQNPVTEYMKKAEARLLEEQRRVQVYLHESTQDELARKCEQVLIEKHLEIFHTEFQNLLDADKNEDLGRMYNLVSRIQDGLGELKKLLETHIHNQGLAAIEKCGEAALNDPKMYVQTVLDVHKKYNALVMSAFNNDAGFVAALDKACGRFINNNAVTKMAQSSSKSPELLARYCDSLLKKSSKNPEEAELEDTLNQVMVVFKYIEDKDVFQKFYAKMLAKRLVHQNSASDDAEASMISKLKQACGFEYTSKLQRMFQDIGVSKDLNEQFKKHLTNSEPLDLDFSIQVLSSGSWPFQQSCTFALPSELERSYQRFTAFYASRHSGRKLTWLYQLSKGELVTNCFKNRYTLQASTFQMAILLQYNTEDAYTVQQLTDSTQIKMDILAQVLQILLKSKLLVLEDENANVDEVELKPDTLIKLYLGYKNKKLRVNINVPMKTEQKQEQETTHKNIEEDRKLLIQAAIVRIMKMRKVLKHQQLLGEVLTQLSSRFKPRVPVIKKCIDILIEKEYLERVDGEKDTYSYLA
Numbers without * were called inactive. These rows are one share of the data (hit frequency here may not be typical).

SMILES	ROC1-CUL1 inh
CS(=O)(=O)N1CCN(C(=O)c2c(F)c(F)c(F)c(F)c2F)CC1	1
COc1ccc(NC(=O)c2sc3nc(-c4cccs4)ccc3c2N)c(C)c1	4
CC(C)NC(=O)c1nnn(-c2ccc(Cl)cc2)c1-c1ccco1	5
O=C(N/N=C/c1ccccc1OCc1ccccc1)C(=O)Nc1ccc(Cl)c(Cl)c1	-3
CCCCCn1c(-c2cccc(C)c2)nc2ccccc21	-7
CCOc1ccc(Cl)cc1CNCCNCCO	-7
COc1ccc(S(=O)(=O)NCC2CCCN(C(=O)c3ccoc3)C2)cc1 (configuration not stated)	5
Cc1oc(-c2ccc(C(=O)Nc3ccccc3F)cc2)nc1COc1ccccc1	0
CSc1nc2ccccc2cc1C#N	-6
Cc1occc1C(=O)Nc1nc2c(s1)C(=O)CC(C(=O)NCC1(N3CCOCC3)CCCC1)C2 (configuration not stated)	-4
Cc1ccc(CS(=O)(=O)N2CCCCCC2)cc1	1
O=C(Cc1ccc(Cl)cc1)Nc1ccc2c(c1)C(=O)N(c1ccccc1)C2=O	4
Cn1cnnc1SCCNC(=O)c1cc(NC(=O)C2CCCO2)c2c(c1)nc(C1CCC1)n2C (configuration not stated)	7
CCCOc1cnn(-c2ccccc2)c(=O)c1Cl	-10
CC(C)c1ccc2sc3cc(F)ccc3c(=O)c2c1	-7
CSc1ccc(CCNC(=O)c2cc3c(-c4ccccc4F)nn(C)c3s2)cc1	-9
COC(=O)c1c(-c2ccc(F)cc2)csc1NC(=O)Cc1ccc([N+](=O)[O-])cc1	-1
CCOc1ccccc1NC(=O)N1CC(CC)Oc2ccccc21 (configuration not stated)	-4
COC(=O)CN1C(=S)N(C)C(=O)/C1=C/c1cn(Cc2ccccc2)c2ccccc12	1
O=c1n(-c2ccccc2)c(=O)n2n1C1C=CC2C2C=CC21 (configuration not stated)	1

Continued, overlapping the part above by 6 compounds.
SMILES	ROC1-CUL1 inh
CC(C)c1ccc2sc3cc(F)ccc3c(=O)c2c1	-7
CSc1ccc(CCNC(=O)c2cc3c(-c4ccccc4F)nn(C)c3s2)cc1	-9
COC(=O)c1c(-c2ccc(F)cc2)csc1NC(=O)Cc1ccc([N+](=O)[O-])cc1	-1
CCOc1ccccc1NC(=O)N1CC(CC)Oc2ccccc21 (configuration not stated)	-4
COC(=O)CN1C(=S)N(C)C(=O)/C1=C/c1cn(Cc2ccccc2)c2ccccc12	1
O=c1n(-c2ccccc2)c(=O)n2n1C1C=CC2C2C=CC21 (configuration not stated)	1
CNC(=O)c1c(NC(=O)/C=C/c2ccccc2Cl)sc2c1CCC2	2
COC(=O)c1ccc(COc2ccc(F)c(Cl)c2)o1	7
Fc1ccc(-c2cn3cc(Cc4ccc(Cl)cc4)sc3n2)cc1	5
CCOc1cc(/C=C2\C(=O)NN(c3ccccc3)C2=O)cc(Cl)c1OCc1c(Cl)cccc1Cl	86*
c1cncc(-c2nc(-c3c[nH]c4ccccc34)cs2)c1	3
CC1=NC(=S)NC(c2ccc3c(c2)OCO3)C1C(=O)Nc1ccc(I)cc1 (configuration not stated)	2
O=C(Oc1ccccc1C(=O)COC(=O)c1cccs1)c1ccc(Cl)c(Cl)c1	-3
c1ccc2c(c1)OC1(CCCCC1)c1cn[nH]c1-2	0
O=C(CCN1CCCCCC1=O)NC1CCCN(CCc2ccccc2)C1 (configuration not stated)	-1
Cc1cccc(CSc2nnc(NC(=O)CSc3nnnn3-c3ccccc3)s2)c1	4
Cc1cc2[nH]c(=O)c(=O)[nH]c2cc1S(=O)(=O)N1CCN(c2cccc(C(F)(F)F)c2)CC1	6
CCOCc1cc(CN2CCN(c3ccccc3OC)CC2)c(O)c2ncccc12	-11
Cc1ccc(S(=O)(=O)NC(C)C(=O)Nc2ccc(F)c(Cl)c2)cc1 (configuration not stated)	-8
CCCOC(=O)c1cc(NC(=O)c2ccco2)ccc1O	-5
COCCCn1c(C(=O)N2CCCC(C)C2)cc2c(=O)n3ccccc3nc21 (configuration not stated)	0
CCc1ccccc1Nc1nn2c(=O)c3ccc(C(=O)NCc4ccc(C)cc4)cc3nc2s1	1
COCCOC(=O)c1c2c(n3cc4ccccc4cc13)C(=O)c1ccccc1C2=O	3
CCCN1CCC(NC(=O)c2ccc(Cl)cc2)CC1	8
Cc1ccc(NC(=O)c2c(C)coc2C)cc1	-11
CCCCOc1ccc(/C=N/NS(=O)(=O)c2ccccc2)cc1	3

The last three records of the part before are carried over, then new ones follow:
SMILES	ROC1-CUL1 inh
CCCN1CCC(NC(=O)c2ccc(Cl)cc2)CC1	8
Cc1ccc(NC(=O)c2c(C)coc2C)cc1	-11
CCCCOc1ccc(/C=N/NS(=O)(=O)c2ccccc2)cc1	3
COc1ccc(C2C3=C(CC(C)(C)CC3=O)N(c3ccc([N+](=O)[O-])cc3Cl)C(=N)C2C#N)cc1COc1c(C)cccc1C (configuration not stated)	1
Cc1ccc(C(=O)NC(C)(C)C)cc1NS(C)(=O)=O	-9
O=C1C(=O)N(Cc2ccco2)C(c2ccc(O)cc2)C1C(=O)c1cc2ccccc2o1 (configuration not stated)	1
COC(=O)c1ccc(NC(=O)CN2C(=O)c3cccc4cccc2c34)cc1	8
CC(=O)c1sc(NCCc2ccccc2)nc1C	-4
OC(c1ccccc1F)c1ccccc1F	1
O=C(c1cccc(C(F)(F)F)c1)N1CCN(c2ccc(F)cc2)CC1	-8
COc1ccccc1C1(CC(=O)N(Cc2c(C)nn(C)c2C)C(C)C)CC(=O)N(C2CCCC2)C1=O (configuration not stated)	-3
CC(C)(C)OC(=O)c1sc2nc(-c3cccs3)cc(C(F)(F)F)c2c1N	-14
COC(=O)c1cc2oc(C)cc2n1Cc1cc(C)ccc1C	0
COc1ccc2c(c1)c1c(c(=O)n(CCc3ccccc3)c(=O)n1Cc1ccc(Cl)cc1)n2C	-8
CCc1ccc(NC(=O)Cn2c3ncccc3c(=O)n2-c2ccc(C)c(C)c2)cc1	-1
CCOC(=O)c1c(Nc2ccccc2)nnc(-c2ccccc2)c1-c1ccccc1	7
Cc1ncc2c(c1-c1noc(-c3cnn4ccccc34)n1)CCNC2	2
O=S(=O)(Cc1ccccc1F)N1CCN(c2cccc(Cl)c2)CC1	-1
C(=NCCN=Cc1cccs1)c1cccs1	19
COc1ccc(NC(=O)Cn2c(=O)n(CCC(=O)NCCc3ccc(OC)c(OC)c3)c(=O)c3ccccc32)cc1Cl	6
CCN(C(=O)C1CCN(S(=O)(=O)c2ccc3c(c2)CCCN3C(C)=O)CC1)c1cccc(C)c1	0
O=c1oc(-c2cccnc2)nc2c(Cl)cccc12	7
COc1ccc2nc(C)cc(Nc3cccc(Cl)c3)c2c1	6

An excerpt from above in order of the ROC1-CUL1 inh value, highest first.
SMILES	ROC1-CUL1 inh
O=c1oc(-c2cccnc2)nc2c(Cl)cccc12	7
COC(=O)c1cc2oc(C)cc2n1Cc1cc(C)ccc1C	0
CSc1nc2ccccc2cc1C#N	-6

More compounds follow.
SMILES	ROC1-CUL1 inh
NC(=O)c1c(-c2cccs2)csc1N	6
Cc1csc(SCC(=O)N2CCc3c(cnc(C)c3CNC(=O)c3ccc4c(c3)OCO4)C2)n1	3
O=C(NC(Nc1cccc2ccccc12)C(Cl)(Cl)Cl)c1ccc([N+](=O)[O-])cc1 (configuration not stated)	4
O=c1[nH]c2ccccc2n2c(=O)c3ccccc3nc12	1
CC1CCN(S(=O)(=O)c2cc(C(=O)N3CCC(C(=O)O)CC3)ccc2F)CC1	3
CC1(C)Cc2c(Cl)c(N)cc(Cl)c2O1	6
CC(=O)c1c(OCc2ccccc2)cc(OCc2ccccc2)c(C)c1O	-11
CC(=O)/C(=N\Nc1ccccc1)Oc1ccc([N+](=O)[O-])cc1	2
Cc1sc2c(c1C)c(=O)n(-c1ccccc1)c(=O)n2CC(=O)c1ccc(Cl)cc1	4
O=C(COC(=O)c1ccc(Br)cc1)c1ccc(F)cc1	13
Cc1ccc2nc(SCc3ccccc3)[nH]c2c1	-3
COc1cccc(C2c3c(oc4cc(C)cc(C)c4c3=O)C(=O)N2CCc2ccc(OC)c(OC)c2)c1 (configuration not stated)	1
Cc1ccc(CSc2nnc3c(n2)OC(C)(C)Nc2ccccc2-3)cc1	5
COc1cc(OC)c(NC(=O)CN(C)S(=O)(=O)c2ccc3c(c2)CCCC(=O)N3)cc1Cl	-6
COc1cccc(COC(=O)c2nn(-c3ccccc3)nc2N)c1	8
Cc1cc(C)c(C)c(S(=O)(=O)NCCCN2CCOCC2)c1C	4
CC1CN(C(=O)CCC(=O)NCc2cccc(Cl)c2)c2ccccc2S1 (configuration not stated)	-3
Cc1oc2c(c(C)cc3oc(=O)c(CC(=O)NCCc4ccc(Cl)cc4)c(C)c32)c1C	9
Cc1ccc(N2CC(NC(=O)CCCc3ccccc3)CC2=O)cc1 (configuration not stated)	1
C/C(=N/NC(=O)Cc1cccs1)c1ccc2ccccc2c1O	5
C=CCOc1ccccc1CNc1nn[nH]n1	-2
Cn1c(-c2ccc3c(c2)OCO3)c(C(=O)O)c(=O)c2ccccc21	8
O=S(=O)(NCCc1ccncc1)c1ccc(Br)cc1	0
COc1cccc(NC(=O)CCc2c(C)nc3nc(CNC(=O)c4cccc(F)c4)nn3c2C)c1	1
Cc1ccc(N(CC(=O)NC2CC3CCC2C3)S(C)(=O)=O)cc1Cl (configuration not stated)	-2
CCCCCNS(=O)(=O)c1ccc(N2CCCCS2(=O)=O)cc1	-8
Cc1cc(C)c2nc(N3C(=O)C(=O)C(C(=O)c4cc5ccccc5o4)C3c3cccc(Br)c3)sc2c1 (configuration not stated)	2
CC(C)CNS(=O)(=O)c1ccc(OCC(=O)Nc2cccc3ccccc23)c(Cl)c1	9
CC(C)Nc1nc(-c2ccc(Cl)cc2)nc2ccccc12	5
COC(=O)CCC(=O)N1CCCC(CCC(=O)N2CCN(C)CC2)C1 (configuration not stated)	14
COc1ccc(S(=O)(=O)Nc2ccc(-c3cn4c(C)csc4n3)cc2)cc1	2
CC1(C)CN(c2ccccc2)C(=O)C1OC(=O)C(Cc1ccccc1)N1C(=O)c2ccccc2C1=O (configuration not stated)	-5
CCc1nnc(NC(=O)c2cc(OC)c(OC)cc2OC)s1	-1
CC1c2ccccc2SC(CCCN(C)C)c2ccccc21 (configuration not stated)	-9
COc1ccc(C(=O)NC2CC2)c(OC2CCN(Cc3ccccn3)CC2)c1	8
NC(=O)c1sc2nsc(SCc3ccc(Cl)cc3)c2c1N	-3
CCOc1nc(Br)c2ccccc2c1Br	3
CC1(C)CC(=O)C2C(=NC3=C(C(=O)c4ccccc43)C2c2cccnc2)C1 (configuration not stated)	3
O=C1Oc2ccccc2C2(Cl)C1C1(Cl)c3ccccc3OC(=O)C21 (configuration not stated)	3
CC(C)(C)NC(=O)N1CCCC1C(=O)Nc1cccc(-n2cccn2)c1 (configuration not stated)	6
COc1ccc(S(=O)(=O)N2CCN(CC(=O)Nc3ccc(Cl)c(C(F)(F)F)c3)CC2)cc1	-11
Cc1ccc(-c2nn(-c3cccc(F)c3)cc2CN2CCCC(C(N)=O)C2)o1 (configuration not stated)	14
CC1(C)CC(=O)C2=C(C1)OC(=N)C([N+](=O)[O-])C2c1ccc(Cl)cc1 (configuration not stated)	-2
CCOC(=O)NC(NC(=O)OCC)c1ccc(OCC(C)C)c(OC)c1	10
Cc1cc(C)n(C(=O)CSc2nc(-c3ccccc3)cc(-c3ccc(F)cc3)c2C#N)n1	0
Cc1cccc(NC(=O)C2CC2)c1C	-7
O=[N+]([O-])c1ccc(N2CCCCC2)nc1	4
COc1ccc(NC(=O)COc2cccc(OCCC(C)C)c2)cc1	-12
CCOC(=O)c1cc(C(C)=O)n2ccc3ccccc3c12	6
COc1ccccc1CCC(=O)Nc1cnn(CC(=O)N2CCC(Sc3ccc(F)cc3)CC2)c1	8
Cc1ccc(C(=O)Nc2ccc(NC(=O)c3ccco3)cc2)cc1[N+](=O)[O-]	-8
CC(=Nc1ccc2[nH]c(C)c(-c3ccccc3)c2c1)N(C)C	-4
CCc1ccc(NC(=O)COc2ccc(S(=O)(=O)NCCc3ccc(OC)c(OC)c3)cc2)cc1	9
COc1ccc(C2CC(=O)N(Cc3ccccc3C)c3c2c(C)nn3-c2nc(C)cc(C)n2)c(OC)c1 (configuration not stated)	0
Cc1ccc(NC(=O)CN2C(=O)N=C(Cc3ccc(Oc4ccc([N+](=O)[O-])cn4)cc3)C2=O)cc1	4
O=C(CSCc1ccc(F)cc1)N1CCc2c([nH]c3ccccc23)C1c1ccc(Cl)cc1 (configuration not stated)	-4
COc1ccc(-n2nnc(-c3nc(-c4cccs4)no3)c2N)cc1	-1
CC(C)N(C)CCOC(=O)c1ccc2c(c1)OCCO2	1
Cc1cc(NS(=O)(=O)c2ccc(NC(=O)COc3cccc(Cl)c3)cc2)nc(C)n1	5
Cn1c(=O)n(C)c2cc(S(=O)(=O)N3CCCCC3)ccc21	7

More records
SMILES	ROC1-CUL1 inh
O=C(Cc1ccc(Cl)cc1)NCc1cccnc1-n1ccnc1	2
O=C(COc1ccc(Br)cc1Cl)NC(=S)Nc1ccccn1	-8
Nc1cc(N)nc(SCc2cccc(F)c2)n1	8
CC(=O)N(CCN1C(=O)C2C3c4ccccc4C(c4ccccc43)C2C1=O)c1cccc2ccccc12 (configuration not stated)	3
O=C(O)c1ccc(Sc2cccc(C(=O)O)c2)cc1	-1
COC(=O)c1cc(OC)c(OC)c(OC)c1NC(=O)c1cc(=O)n(C)c(=O)n1C	-1
Nc1nc[n+](Cc2ccccc2)c2nc(SCC(=O)[O-])[nH]c12	10
COc1ccc(-c2cccc(-c3ccn(CC=C(C)C)n3)c2)nn1	4
Cc1ccc2nc(/C(C#N)=C/c3cc(I)cc(I)c3OCc3ccccc3)[nH]c2c1	18
Cc1nnc(-c2cccc(NC(=O)C3CCN(C4CCOCC4)CC3)c2)s1	10
CC(C)c1ccc(/C=C2/SC(=O)N(CC(=O)Nc3ccccc3)C2=O)cc1	7
Cc1cc(C)c(C#N)c(SCc2ccccn2)n1	1
Cc1cc(C(=O)NCC2CCCN(C(=O)CCc3scnc3C)C2)no1 (configuration not stated)	6
COc1ccccc1/C=C/[C@@H]1C[C@H]2CN(Cc3ccccc3C)C(=O)[C@]23CCCN13	9
